CCHF vOTU inh = CCHFV vOTU protease inhibition. inhibition, % at 11.5 µM. AID 651958. Pep-AMC fluorescence. hit rate 0.55% among 370,000; in the data active = inhibition above about 30%; also: 0% = vehicle wells with enzyme and 100% = no enzyme wells
BoNT-A LC inh2 = BoNT A light chain protease inhibition. multiplex microsphere protease substrate cleavage, flow cytometry. inhibition, % at 10 µM. hit rate 0.17% among 360,000. AID 588499; also: plate controls were buffer without enzyme for full effect and enzyme alone for no effect
MazF activator = MazEF (E. coli) toxin RNase activation; AID 504720; P0AE70; hit rate 0.32% among 350,000; activation, % at 20 µM; FAM/BHQ RNA-DNA oligo cleavage fluorescence, 5 h; in the data active = activation above about 50%
Target sequence (P0AE70 whole entry, looked up): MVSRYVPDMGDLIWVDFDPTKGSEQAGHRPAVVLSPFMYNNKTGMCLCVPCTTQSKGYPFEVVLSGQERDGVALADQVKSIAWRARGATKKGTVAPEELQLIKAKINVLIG
PrPC TRFRET = reduces human prion protein on the cell surface | P04156 | cell surface PrPC, TR-FRET read-out | inhibition, % at 13.8 µM | hit rate 0.43% among 370,000 | AID 720596; in the data active = inhibition above about 24%; also: 0% = median of the test wells and 100% = reference compound wells
Rv3671c protease = inhibitors of M. tuberculosis serine protease Rv3671c | hit rate 0.048% among 320,000 | P9WHR9 | inhibition, % at 5.96 µM; in the data active = inhibition above about 38%;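 also: extracellular domain of Rv3671c used as enzyme; 0% = enzyme with DMSO and 100% = no enzyme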
Target sequence (P9WHR9 whole entry, looked up, the tested form may be a part): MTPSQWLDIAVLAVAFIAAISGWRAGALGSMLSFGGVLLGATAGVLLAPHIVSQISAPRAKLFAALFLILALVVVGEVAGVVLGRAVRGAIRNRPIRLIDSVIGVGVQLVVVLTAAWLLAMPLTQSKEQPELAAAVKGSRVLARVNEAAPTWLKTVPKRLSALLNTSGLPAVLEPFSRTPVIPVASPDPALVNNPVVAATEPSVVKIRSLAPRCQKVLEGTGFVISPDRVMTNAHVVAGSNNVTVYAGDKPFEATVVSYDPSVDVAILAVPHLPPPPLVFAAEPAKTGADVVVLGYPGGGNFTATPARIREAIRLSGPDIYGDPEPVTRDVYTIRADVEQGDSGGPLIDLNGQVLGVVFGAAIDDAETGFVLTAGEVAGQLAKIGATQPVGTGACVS
3CLpro inhibitor = SARS-CoV 3CLpro protease inhibition | hit rate 0.14% among 290,000 | inhibition, % at 6 µM | recombinant SARS-CoV 3CLpro, quenched FRET peptide cleavage | P0C6X7 | AID 1706; in the data active = inhibition above about 12%
Anthrax LF prot = blocks Bacillus anthracis lethal factor protease; P15917; multiplex microsphere protease cleavage assay, LF; inhibition, % at 10 µM; hit rate 0.12% among 360,000; also: plate controls were buffer without enzyme for full effect and enzyme alone for no effect
DUSP3 inh = blocks human VHR1 dual specificity phosphatase; P51452; recombinant VHR phosphatase, pNPP absorbance; hit rate 0.52% among 290,000; inhibition, % at 13.3 µM; in the data active = inhibition above about 50%; also: some compounds called inactive have numbers as strong as hits
Target sequence (P51452 whole entry, looked up): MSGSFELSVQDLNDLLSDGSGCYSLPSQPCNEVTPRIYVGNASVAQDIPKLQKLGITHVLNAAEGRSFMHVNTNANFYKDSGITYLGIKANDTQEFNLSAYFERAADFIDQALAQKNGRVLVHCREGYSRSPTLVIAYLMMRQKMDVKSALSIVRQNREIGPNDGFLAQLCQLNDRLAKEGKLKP
BoNT-F LC inh = blocks Botulinum neurotoxin F light chain protease | Multiplex microsphere protease cleavage assay, flow cytometry | inhibition, % at 10 µM | hit rate 0.22% among 360,000 | AID 588497; in the data active = inhibition above about 35%, passing the limit was not always enough; inconclusive = no clear call, values can overlap the other calls; also: plate controls were buffer without enzyme for full effect and enzyme alone for no effect
PriA SSB inh = K. pneumoniae PriA-SSBct interaction inhibition; inhibition, % at 33 µM; hit rate 0.6% among 430,000; AlphaScreen SSBct-PriA binding, biotinylated peptide; in the data active = inhibition mostly above about 37%, no sharp cut-off; inactive = mostly below about 20%;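 also: plate controls were negative control peptide for no effect and reference peptide for full effect; strong numbers were not always called active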
Active calls of the source: *; u = inconclusive; x = no result given. Rule as the data show it, unless noted: active = inhibition above about 30%; inconclusive = no clear call, values can overlap the other calls; inactive = below that.

| item | compound | CCHF vOTU inh | BoNT-A LC inh2 | MazF activator | PrPC TRFRET | Rv3671c protease | 3CLpro inhibitor | Anthrax LF prot | DUSP3 inh | BoNT-F LC inh | PriA SSB inh |
| --- | --- | --- | --- | --- | --- | --- | --- | --- | --- | --- | --- |
| 1 | COc1ccc(-c2nc3oc4cc(OC)ccc4c(=O)c3c(=O)n2Cc2ccco2)cc1 | 7 | -0.3 | 2 | -2 | -1 | -5 | -1 | -22 | -1 | -6 |
| 2 | CCCc1nnc(NC(=O)c2cccc(OC)c2)s1 | -5 | u | 3 | -1 | -11 | 4 | 0 | -4 | 8 | 2 |
| 3 | COc1ccc(CNC(=O)CN(C(=O)c2csnn2)c2cccc3ccccc23)cc1 | -5 | 3.4 | 2 | 12 | 3 | 1 | 10 | 25 | -16 | -3 |
| 4 | COC(=O)N/N=C/c1ccc(/C=N/NC(=O)OC)cc1 | 17 | 0.3 | 14 | -20 | 4 | -1 | 4 | -1 | 0 | x |
| 5 | O=C(NCCCN=C1NS(=O)(=O)c2ccccc21)c1ccc(S(=O)(=O)N2CCCCC2)cc1 | -4 | 0.6 | -5 | -2 | -8 | 3 | 4 | 0 | 7 | -2 |
| 6 | COc1cccc(C(=O)N2CCC[C@H]2C(=O)N2CCC[C@H]2C(=O)NCc2ccncc2)c1 | 4 | -0.3 | x | -1 | x | x | -8 | x | -8 | x |
| 7 | C=CCn1c(SCC(=O)Nc2c(C)n(C)n(-c3ccccc3)c2=O)nc2sc(C)c(-c3ccccc3)c2c1=O | 5 | -0.3 | 2 | -2 | -2 | 2 | -2 | 9 | -13 | -5 |
| 8 | CSCCC(NC(=O)c1ccc(Cl)cc1Cl)C(=O)N1CCN(C(=O)c2ccccc2)CC1 (centres undefined) | 28 | -0.2 | 7 | -9 | x | x | -4 | x | -9 | -1 |
| 9 | O=C(NCC(=O)N1CCN(c2ccc([N+](=O)[O-])cc2)CC1)c1ccco1 | 9 | -0.3 | 6 | -29 | 6 | x | -4 | x | -2 | -9 |
| 10 | Cc1cc(CN(C)C(=O)c2cc(COc3ccc4ncccc4c3)on2)on1 | -5 | -0.7 | 0 | 17 | -8 | 2 | 0 | 21 | -1 | -19 |
| 11 | Oc1ccc(N=Cc2cc(Br)c(N3CCOCC3)o2)cc1 | -3 | -0.6 | -2 | -4 | 4 | -1 | -2 | -8 | -22 | 0 |
| 12 | Cc1ccc(NC(=O)CN(C)C(=O)COC(=O)C(C)(C)Oc2ccc(Cl)cc2)cc1 | 14 | -0.6 | 7 | -6 | -1 | 7 | 3 | -4 | -1 | -9 |
| 13 | Cc1cc(NC(=O)c2ccc([N+](=O)[O-])cc2)no1 | -14 | 1.2 | 4 | -10 | x | -5 | 8 | -9 | -5 | -9 |
| 14 | Cc1csc(NS(=O)(=O)c2ccc(Cl)cc2)n1 | 2 | -1.4 | 3 | 2 | -4 | -5 | -14 | 23 | -6 | -20 |
| 15 | COc1cc(C(=O)OCCCN(C)C)cc(OC)c1OC | -12 | -0.6 | -2 | 1 | 2 | -1 | 1 | 23 | -4 | 0 |
| 16 | CCOc1ccc(CN(C)C(=O)CNC(=O)c2ccccc2)cc1 | 3 | 1.6 | 4 | -3 | 5 | -2 | -1 | 5 | 18 | -12 |
| 17 | COc1ccc(C(=O)OCn2nnc3ccccc3c2=O)cc1OC | 1 | 0.1 | -14 | 11 | -3 | -2 | -3 | 15 | 2 | -8 |
| 18 | COC(=O)C1CCN(c2cc(=O)n(-c3ccc(OC)cc3)c(=O)[nH]2)CC1 | 9 | -0.1 | 11 | -4 | 4 | 3 | -1 | -2 | 0 | -13 |
| 19 | CCC1(c2ccc(OC)cc2)NC(=O)N(CC(=O)N2CCc3ccccc32)C1=O (centres undefined) | 0 | -3.2 | 1 | -3 | x | x | u | x | u | 0 |
| 20 | COCCNC(=O)C1(C)CCCN(Cc2csc3ccccc23)C1 (centres undefined) | -2 | -0.3 | x | 9 | x | x | -2 | x | -5 | x |
| 21 | CC1CCCCC12NC(=O)N(CC(=O)Nc1ccccc1F)C2=O (centres undefined) | 8 | 5.3 | -7 | -11 | x | x | -2 | x | 10 | -2 |
| 22 | O=C(CCCc1nc2ccccc2s1)NCc1cccnc1 | -5 | 0.0 | 8 | 5 | -3 | 0 | -6 | 5 | -2 | 0 |
| 23 | CCOC(=O)N1CCC(NC(=O)c2ccc3c(c2)sc2nc(-c4ccccc4)cn23)CC1 | -15 | 0.4 | -14 | 19 | -25 | 1 | -6 | 10 | -3 | -10 |
| 24 | COCc1cc(C)nc2sc3c(=O)oc(C)nc3c12 | 1 | 0.9 | -10 | -1 | -9 | -6 | 5 | 11 | -4 | -9 |
| 25 | CC1CC(C)CN(CCCNC(=O)c2ccc3c(c2)NC(=O)C(N2CCCCC2)S3)C1 (centres undefined) | 11 | -0.4 | 10 | 1 | 0 | 2 | 0 | 9 | 10 | -4 |
| 26 | O=c1[nH]c2sc3c(c2c2nncn12)CCCC3 | 3 | 0.6 | 9 | 0 | 0 | 6 | 2 | 9 | 0 | 1 |
| 27 | COC(=O)CN(Cc1ccco1)S(=O)(=O)c1ccccc1 | 6 | 0.1 | 2 | -9 | -7 | 1 | 0 | 27 | -1 | -6 |
| 28 | CN(C)c1ncnc2c1ncn2[C@H]1CN(Cc2ccc(Cl)cc2)C[C@@H](CO)O1 | 0 | -0.2 | x | 7 | x | x | 0 | x | 1 | x |
| 29 | Cc1cccc(-c2cc(NCCc3cccnc3)n3nccc3n2)c1 | -17 | 16 | x | 3 | x | x | -22 | x | -54 | x |
| 30 | CCOc1ccc(C2c3c(oc4ccccc4c3=O)C(=O)N2CCCN2CCOCC2)cc1OCC (centres undefined) | 1 | -0.4 | -2 | -3 | -5 | 0 | -1 | 36 | -8 | 0 |

Reformatted with two lines to a compound: part of the list above
Under each structure – CCHF vOTU inh | BoNT-A LC inh2 | MazF activator | PrPC TRFRET | Rv3671c protease | 3CLpro inhibitor | Anthrax LF prot | DUSP3 inh | BoNT-F LC inh | PriA SSB inh
17	COc1ccc(C(=O)OCn2nnc3ccccc3c2=O)cc1OC
→ 1 | 0.1 | -14 | 11 | -3 | -2 | -3 | 15 | 2 | -8
18	COC(=O)C1CCN(c2cc(=O)n(-c3ccc(OC)cc3)c(=O)[nH]2)CC1
→ 9 | -0.1 | 11 | -4 | 4 | 3 | -1 | -2 | 0 | -13
19	CCC1(c2ccc(OC)cc2)NC(=O)N(CC(=O)N2CCc3ccccc32)C1=O (centres undefined)
→ 0 | -3.2 | 1 | -3 | x | x | u | x | u | 0
20	COCCNC(=O)C1(C)CCCN(Cc2csc3ccccc23)C1 (centres undefined)
→ -2 | -0.3 | x | 9 | x | x | -2 | x | -5 | x
21	CC1CCCCC12NC(=O)N(CC(=O)Nc1ccccc1F)C2=O (centres undefined)
→ 8 | 5.3 | -7 | -11 | x | x | -2 | x | 10 | -2
22	O=C(CCCc1nc2ccccc2s1)NCc1cccnc1
→ -5 | 0.0 | 8 | 5 | -3 | 0 | -6 | 5 | -2 | 0
23	CCOC(=O)N1CCC(NC(=O)c2ccc3c(c2)sc2nc(-c4ccccc4)cn23)CC1
→ -15 | 0.4 | -14 | 19 | -25 | 1 | -6 | 10 | -3 | -10
24	COCc1cc(C)nc2sc3c(=O)oc(C)nc3c12
→ 1 | 0.9 | -10 | -1 | -9 | -6 | 5 | 11 | -4 | -9
25	CC1CC(C)CN(CCCNC(=O)c2ccc3c(c2)NC(=O)C(N2CCCCC2)S3)C1 (centres undefined)
→ 11 | -0.4 | 10 | 1 | 0 | 2 | 0 | 9 | 10 | -4
26	O=c1[nH]c2sc3c(c2c2nncn12)CCCC3
→ 3 | 0.6 | 9 | 0 | 0 | 6 | 2 | 9 | 0 | 1
27	COC(=O)CN(Cc1ccco1)S(=O)(=O)c1ccccc1
→ 6 | 0.1 | 2 | -9 | -7 | 1 | 0 | 27 | -1 | -6
28	CN(C)c1ncnc2c1ncn2[C@H]1CN(Cc2ccc(Cl)cc2)C[C@@H](CO)O1
→ 0 | -0.2 | x | 7 | x | x | 0 | x | 1 | x
29	Cc1cccc(-c2cc(NCCc3cccnc3)n3nccc3n2)c1
→ -17 | 16 | x | 3 | x | x | -22 | x | -54 | x
30	CCOc1ccc(C2c3c(oc4ccccc4c3=O)C(=O)N2CCCN2CCOCC2)cc1OCC (centres undefined)
→ 1 | -0.4 | -2 | -3 | -5 | 0 | -1 | 36 | -8 | 0

The listing continues.
| No. | Structure | CCHF vOTU inh | BoNT-A LC inh2 | MazF activator | PrPC TRFRET | Rv3671c protease | 3CLpro inhibitor | Anthrax LF prot | DUSP3 inh | BoNT-F LC inh | PriA SSB inh |
| --- | --- | --- | --- | --- | --- | --- | --- | --- | --- | --- | --- |
| 31 | COc1cc(OC)nc(Nc2nc(C(N)CCc3ccccc3)cs2)n1 (centres undefined) | 24 | -0.6 | x | -11 | x | x | -2 | x | -22 | x |
| 32 | COc1cc2oc(=O)ccc2cc1[C@@H](O)[C@@H]1OC(C)(C)OC1(C)C | -13 | -0.8 | -3 | 7 | 0 | x | 2 | x | -1 | -1 |
| 33 | CC(=O)Nc1ccc(NC(=O)CCCc2c[nH]c3ccccc23)cc1 | -4 | -0.2 | -12 | -4 | -2 | 0 | -2 | 9 | -7 | -8 |
| 34 | O=S(=O)(c1cc(Cl)ccc1Cl)n1cccn1 | -1 | 0.2 | -2 | 3 | 4 | -1 | -5 | 35 | -2 | -7 |
| 35 | O=C(NC1CC1)C1=C[C@H](c2c[nH]c3ccccc23)C[C@H](OCCCCO)O1 | 18 | -0.1 | -18 | -11 | -14 | x | 1 | 7 | 0 | 10 |
| 36 | Cn1cccc1/C=C1\SC(=S)N(NC(=O)c2ccccc2O)C1=O | 12 | 0.3 | -45 | -8 | 1 | -2 | 7 | -18 | -16 | 26 |
| 37 | CCN1C(=O)CC(c2ccccc2)CC1=O | -4 | 0.3 | -1 | -2 | -14 | x | 3 | x | 7 | 5 |
| 38 | O=C(COC(=O)c1cc([N+](=O)[O-])ccc1NCc1ccccc1)NCc1ccccc1Cl | 6 | -0.4 | 13 | -1 | -12 | -1 | 3 | 6 | -2 | -9 |
| 39 | CC(=O)N1CCN(C(=O)c2c(-c3ccccc3)noc2C)CC1 | -2 | 0.5 | 1 | -2 | -9 | x | -3 | x | -5 | -8 |
| 40 | Cc1ccc(Cn2nc(C)c(NC(=O)CSc3nc4c(c(C(F)(F)F)n3)CCc3ccccc3-4)c2C)cc1 | 2 | 0.7 | -4 | -2 | -10 | -3 | 0 | 46 | -4 | 2 |
| 41 | Cc1ccc(S(=O)(=O)NN(Cc2ccccc2)Cc2ccccc2)cc1 | 0 | 0.3 | -2 | 9 | x | x | -2 | x | 4 | x |
| 42 | CN(C)CCCNC(NC(=O)c1cccs1)C(Cl)(Cl)Cl (centres undefined) | -17 | 2.3 | -12 | 2 | -1 | 0 | -1 | -4 | 1 | -6 |
| 43 | O=C(NCCS(=O)(=O)NCc1ccco1)c1ccccc1 | 2 | 1.7 | 5 | -4 | 9 | x | 0 | x | 2 | -2 |
| 44 | N#CC1=C(N)C(C#N)(C#N)[C@H](c2ccncc2)[C@H]2CC3(CC=C12)OCCO3 | 5 | 0.1 | -10 | -7 | -4 | -5 | -2 | 38 | 8 | 0 |
| 45 | CC(=NCCCO)c1c(O)[nH]c(=O)[nH]c1=O | -3 | -0.3 | 10 | -4 | 8 | 0 | 3 | 13 | 5 | -3 |
| 46 | CCOC(=O)c1ccc(NC(=O)NCc2ccccc2)cc1 | -10 | -0.7 | 2 | 5 | 2 | 4 | 1 | 26 | -4 | 0 |
| 47 | CCc1ccc(NC(=O)C2CC(=O)N=C(N)S2)cc1 (centres undefined) | -5 | -0.5 | -1 | 11 | -11 | 1 | -1 | -4 | 4 | x |
| 48 | COc1cccc(NC(=O)[C@H](C)NC(=O)N2CCn3c2nc2ccccc23)c1 | -11 | 0.9 | 8 | 17 | 3 | -3 | -1 | 12 | 6 | -2 |
| 49 | O=C(CSc1nc2ncc(Cl)cc2[nH]1)Nc1ccccc1-c1ccccc1 | 4 | -1.8 | -1 | -9 | -9 | 8 | -2 | -6 | -5 | 3 |

From PubChem

This is a subset; count on the stated rates, not on these rows.
